Screening results from PubChem BioAssay.
CCHFV vOTU inh: CCHFV vOTU protease inhibition. Pep-AMC fluorescence. inhibition, % at 11.5 µM. 0.55% of 370,000 active; in the data active = inhibition above about 30%; note: 0% = vehicle wells with enzyme and 100% = no enzyme wells
Anthrax LF inh2: blocks Bacillus anthracis lethal factor protease | P15917 | multiplex microsphere protease cleavage assay, LF | inhibition, % at 10 µM | 0.12% of 360,000 active; note: plate controls were buffer without enzyme for full effect and enzyme alone for no effect
BoNT-A LC inh2: BoNT A light chain protease inhibition. multiplex microsphere protease substrate cleavage, flow cytometry. inhibition, % at 10 µM. 0.17% of 360,000 active. AID 588499; note: plate controls were buffer without enzyme for full effect and enzyme alone for no effect
PfHsp40 rescue: compounds rescuing yeast from Plasmodium falciparum HSP40 toxicity | 0.68% of 340,000 active | AID 504582 | S. cerevisiae expressing PfHsp40, growth rescue, ATP luminescence | growth rescue, % at 12.5 µM; in the data active = growth rescue above about 28%, passing the limit was not always enough;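 note: yeast W303a lacking pdr1 and pdr3 grown in galactose medium; growth measured after three days at 30 °C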
BH1578 lux ind: induces V. cholerae light production without autoinducers; AID 588436; V. cholerae BH1578 lux reporter, luminescence, 6 h; activation, % at 18.7 µM; 0.16% of 350,000 active; in the data active = activation mostly above about 9.7%, no sharp cut-off; note: not every result past the cut was called active; inactives centre near 0; reference of the scale not given here
SSB-PriA inh: blocks PriA binding to SSB C-terminal tail. AlphaScreen SSBct-PriA binding, biotinylated peptide. inhibition, % at 33 µM. 0.6% of 430,000 active; in the data active = inhibition mostly above about 37%, no sharp cut-off; inactive = mostly below about 20%;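 note: plate controls were negative control peptide for no effect and reference peptide for full effect; strong numbers were not always called active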
3CLpro inhibitor: SARS-CoV 3CLpro protease inhibition; inhibition, % at 6 µM; recombinant SARS-CoV 3CLpro, quenched FRET peptide cleavage; 0.14% of 290,000 active; P0C6X7; in the data active = inhibition above about 12%
TcdB GH inh: TcdB glycohydrolase inhibition. P18177. TcdB glycohydrolase enzymatic assay, plate reader. inhibition, % at 9.99 µM. 0.24% of 350,000 active. AID 652162; in the data active = inhibition above about 10%
Target sequence (P18177 whole entry, looked up): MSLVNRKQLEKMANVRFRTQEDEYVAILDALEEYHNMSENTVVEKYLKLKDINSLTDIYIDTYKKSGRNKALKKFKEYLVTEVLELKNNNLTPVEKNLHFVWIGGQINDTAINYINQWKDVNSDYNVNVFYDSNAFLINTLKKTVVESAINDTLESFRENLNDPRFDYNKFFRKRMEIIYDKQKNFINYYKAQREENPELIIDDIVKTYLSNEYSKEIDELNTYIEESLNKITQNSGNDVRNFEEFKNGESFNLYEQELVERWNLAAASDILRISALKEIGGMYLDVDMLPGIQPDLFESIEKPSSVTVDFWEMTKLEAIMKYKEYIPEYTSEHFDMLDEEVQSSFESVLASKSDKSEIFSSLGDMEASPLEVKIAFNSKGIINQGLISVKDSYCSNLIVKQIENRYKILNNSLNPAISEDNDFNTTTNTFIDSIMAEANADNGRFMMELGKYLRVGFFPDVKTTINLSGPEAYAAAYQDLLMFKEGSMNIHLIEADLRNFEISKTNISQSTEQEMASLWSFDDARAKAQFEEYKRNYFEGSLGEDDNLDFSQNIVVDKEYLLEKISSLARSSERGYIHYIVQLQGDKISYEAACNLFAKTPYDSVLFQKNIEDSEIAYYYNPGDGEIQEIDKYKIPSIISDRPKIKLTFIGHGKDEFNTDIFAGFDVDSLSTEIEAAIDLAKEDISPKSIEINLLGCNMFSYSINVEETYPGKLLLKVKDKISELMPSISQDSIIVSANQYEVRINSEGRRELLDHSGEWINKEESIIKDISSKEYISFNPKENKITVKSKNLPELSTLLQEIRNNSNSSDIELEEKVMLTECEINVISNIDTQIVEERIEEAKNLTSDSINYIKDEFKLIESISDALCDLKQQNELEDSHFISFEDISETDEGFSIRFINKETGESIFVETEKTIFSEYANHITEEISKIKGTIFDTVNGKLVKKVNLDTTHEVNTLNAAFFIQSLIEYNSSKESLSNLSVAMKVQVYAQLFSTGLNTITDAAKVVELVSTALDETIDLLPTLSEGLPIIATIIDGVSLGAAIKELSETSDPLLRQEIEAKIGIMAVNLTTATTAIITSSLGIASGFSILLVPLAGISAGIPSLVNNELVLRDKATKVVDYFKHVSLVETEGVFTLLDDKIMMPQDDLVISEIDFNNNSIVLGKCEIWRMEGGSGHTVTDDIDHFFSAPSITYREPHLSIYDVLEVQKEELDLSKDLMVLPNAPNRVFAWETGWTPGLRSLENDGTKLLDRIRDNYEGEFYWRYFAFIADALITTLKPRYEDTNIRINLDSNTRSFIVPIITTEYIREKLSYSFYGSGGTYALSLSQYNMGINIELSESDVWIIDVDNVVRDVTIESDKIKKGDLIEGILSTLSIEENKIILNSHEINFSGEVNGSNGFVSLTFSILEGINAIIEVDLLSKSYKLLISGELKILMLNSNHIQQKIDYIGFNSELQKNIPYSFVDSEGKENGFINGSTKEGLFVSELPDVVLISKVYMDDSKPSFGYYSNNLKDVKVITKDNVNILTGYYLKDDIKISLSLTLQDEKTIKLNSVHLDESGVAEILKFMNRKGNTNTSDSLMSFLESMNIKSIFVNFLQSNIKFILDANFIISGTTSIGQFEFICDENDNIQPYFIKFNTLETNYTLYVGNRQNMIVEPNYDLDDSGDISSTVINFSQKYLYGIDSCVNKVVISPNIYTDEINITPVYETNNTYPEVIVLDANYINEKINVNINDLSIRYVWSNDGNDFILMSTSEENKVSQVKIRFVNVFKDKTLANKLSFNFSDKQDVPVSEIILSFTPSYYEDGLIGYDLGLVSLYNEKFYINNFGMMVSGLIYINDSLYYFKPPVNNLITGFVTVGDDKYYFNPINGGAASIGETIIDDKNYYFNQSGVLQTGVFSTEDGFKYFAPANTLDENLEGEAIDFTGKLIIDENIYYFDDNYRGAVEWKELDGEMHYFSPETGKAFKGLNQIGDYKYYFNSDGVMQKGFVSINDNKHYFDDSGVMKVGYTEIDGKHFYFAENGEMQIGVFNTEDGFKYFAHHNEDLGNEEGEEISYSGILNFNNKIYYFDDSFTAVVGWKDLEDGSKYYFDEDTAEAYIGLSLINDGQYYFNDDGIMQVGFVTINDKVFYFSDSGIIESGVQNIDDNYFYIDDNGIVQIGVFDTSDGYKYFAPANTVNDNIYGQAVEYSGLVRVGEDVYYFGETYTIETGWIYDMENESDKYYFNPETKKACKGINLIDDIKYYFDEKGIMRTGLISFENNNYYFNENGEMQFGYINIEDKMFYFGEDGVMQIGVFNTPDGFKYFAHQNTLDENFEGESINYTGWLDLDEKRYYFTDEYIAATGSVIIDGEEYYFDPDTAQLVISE
Y pestis TopoI: blocks Yersinia pestis topoisomerase I activity. Y. pestis Topo-I cleavage product accumulation, plate reader. activity, % at 10 µM. 0.064% of 360,000 active. AID 504884; in the data active = activity above about 50%, passing the limit was not always enough; note: inactives centre near 2
DUSP3 inh: blocks human VHR1 dual specificity phosphatase | recombinant VHR phosphatase, pNPP absorbance | P51452 | inhibition, % at 13.3 µM | 0.52% of 290,000 active; in the data active = inhibition above about 50%; note: some compounds called inactive have numbers as strong as hits
The depositor's hits bear a star; i = inactive; . = not tested or not shown; & = joins results of further samples. Cut-off read from the data, not from the text of the source, unless noted: active = inhibition above about 30%; inconclusive = no clear call, values can overlap the other calls; inactive = below that.

SMILES	CCHFV vOTU inh	Anthrax LF inh2	BoNT-A LC inh2	PfHsp40 rescue	BH1578 lux ind	SSB-PriA inh	3CLpro inhibitor	TcdB GH inh	Y pestis TopoI	DUSP3 inh
CCOC(=O)Cc1csc(NC(=O)C(CC(C)C)NC(=O)C2CCCCC2)n1 (stereo unspecified)	11.0	4.0	0.7	0.8	i	0.6	-0.3	1.1	14.2	29.0
COc1ccccc1NC(=O)c1cccs1	-2.2	-1.5	-0.1	-0.9	i	-16.9	5.5	.	7.4	30.4
COc1ccc(NS(=O)(=O)c2ccc(N3CCCC3)c(NC(=S)Nc3cccc(C)c3C)c2)cc1	8.8	0.4	-0.1	-1.3	1.5	-8.3	-3.2	.	5.6	-1.0
O=C(COC(=O)C1CCN(C(=O)c2ccc(Cl)cc2)CC1)Nc1ccccc1F	23.0	-2.9	-0.1	0.6	-0.7	5.9	.	1.0	19.4	.
COc1ccc(-n2c(N)c(C(=O)NCC3CCCO3)c3nc4ccccc4nc32)c(OC)c1 (stereo unspecified)	10.1	5.2	13.9	0.1	-4.2	-25.0	4.0	.	-5.0	1.0
Cc1ccccc1-n1ncc2c1CC(C)(C)CC2NC(=O)CCN1CCCCC1=O (stereo unspecified)	14.2	0.3	0.5	-1.0	i	-12.2	0.0	0.6	1.6	0.9
O=C(NCCN1CCC(n2c(=O)[nH]c3ccccc32)CC1)C(c1ccccc1)c1ccccc1	0.9	-0.5	0.2	.	.	.	.	0.9	.	.
Cc1ccc(C(=O)Nn2c(O)c(C=C3N=c4ccccc4=N3)sc2=S)cc1	15.1	69.0*	77.5*	-1.4	i	-6.0&39.4	1.3	.	-15.3	24.7
CCc1cc(Cn2nc(-c3ccccc3C)cc2C(=O)O)on1	-7.7	6.3	0.2	0.2	i	-4.6	.	1.4	-5.2	.
Cc1ccnc(-n2c(CCN3C(=O)c4ccccc4C3=O)nc3ccccc3c2=O)c1	0.7	-1.1	-0.1	0.6	-1.3	-4.8	-0.9	.	1.7	2.6
O=S(=O)(c1ccc2c(c1)CCCC2)N1CCNCC1	-1.2	-3.9	0.8	-0.4	-0.5	-1.7	.	2.8	2.0	.
CNS(=O)(=O)c1ccc(Cl)nc1	2.3	-0.3	-0.2	-1.0	-0.3	-9.9	9.1	.	-1.0	-11.3
CCCCN(Cc1ccco1)C(=O)Cn1ncc2c(=O)oc3ccc(C)cc3c21	1.6	-10.8	-0.9	0.4	-0.6	-6.1	-1.2	0.0	0.9	10.7
CC(C)CNS(=O)(=O)c1ccc(S(=O)(=O)N2CCC3(CC2)OCCO3)cc1	-21.0	-1.5	-0.6	3.6	i	-0.1	-2.0	1.7	-2.9	-4.5
N#Cc1c(-c2ccccc2Cl)noc1/C=C/Nc1ccc(C(=O)O)cc1	2.8	0.1	0.1	-0.3	0.3	-3.3	6.6	0.0	-6.2	14.0
COc1ccc(CNC(=O)CN2C(=O)NC(C)(c3cccc(Br)c3)C2=O)cc1 (stereo unspecified)	0.6	7.7	-1.0	0.5	-0.5	4.7	-1.4	-1.1	8.8	-12.8
O=c1c(C(c2ccccc2)c2c(O)nc3n(c2=O)CCS3)c(O)nc2n1CCS2	-9.4	0.8	-0.7	-1.0	1.0	-15.2	-6.2	0.3	1.3	-5.4
C=CCn1c(O)c(C(CC)=NCCN2CCN(C(=S)NC)CC2)c(=O)[nH]c1=O	7.3	-5.5	0.1	0.4	-0.4	-5.5	2.4	-0.2	-0.4	0.0
CC(C)(C)C(=O)NCCN1CCN(C(=O)C(C)(C)C)CC1	-8.1	-6.4	-1.5	-1.9	-0.4	-10.4	2.9	.	-4.0	8.8
CC(C)n1c(NCc2cc(Cl)ccc2O)nc2ccccc21	10.4	-6.8	-1.4	-0.9	-0.2	-16.1	-3.7	0.3	-10.9	54.5*
C/C(=N/NC(=O)CNC(=O)CCc1ccccc1)c1ccc(Cl)c(Cl)c1	-7.8	2.5	0.1	-0.2	-1.5	.	3.2	0.1	-4.1	5.4
Cc1cc(OCC(=O)Nc2ccc3c(c2)OCCO3)ccc1Cl	5.6	-2.1	0.9	20.9	i	-15.9	-0.5	.	11.2	28.4
Cc1ccc(-n2c(SCC(=O)N3CCOCC3)nnc2-c2ccncc2)cc1	3.2	0.6	-0.6	-0.9	-0.6	-5.0	-0.2	0.5	9.1	-1.5
COC(=O)C1C(=O)C2=C(CC1C)NC(C)=C(C(=O)OCCOc1ccccc1)C2c1ccc(C)o1 (stereo unspecified)	-1.8	-1.1	-0.8	2.1	i	-22.3	5.5	.	-2.5	17.7
CCOC(=O)CNC(=O)N1Cc2cc(-c3ccccc3)ccc2-n2nncc2C1	-11.1	-7.1	0.1	.	.	.	.	1.5	.	.
COc1ccc(C(=O)NCC(=O)N=Nc2c(O)n(C)c3ccccc23)cc1OC	11.5	1.6	-0.7	0.8	i	-1.1	2.7	1.2	10.3	17.0
O=C1CCC(c2ccccc2)(C2CCN(Cc3ccccc3)CC2)C(=O)N1 (stereo unspecified)	-1.7	-2.5	-0.5	-1.4	i	-4.8	.	0.2	9.3	.
COc1cccc(C(=O)N2CCN(C(=O)c3ccc(-c4ccccc4)cc3)CC2)c1OC	-2.7	-1.9	-1.4	0.5	2.9	-5.2	2.5	1.5	2.7	37.0
CCCCN(CCCC)S(=O)(=O)c1ccc2[nH]c(=O)[nH]c2c1	6.5	-0.6	0.4	-0.1	-0.3	2.8	6.3	0.9	2.6	11.9
Cc1ccccc1C(=O)N1CCCC(CCC(=O)N2CCN(c3ccccn3)CC2)C1 (stereo unspecified)	8.3	-3.9	-6.4	0.5	-0.6	3.0	-2.3	-0.4	16.8	1.6
NC(=O)COc1ccc(=O)n(-c2ccccc2)n1	-6.9	-8.1	0.2	-1.0	-1.5	-6.6	-4.8	2.4	-9.4	17.0
C=CCn1c(=O)c(CCC(=O)Nc2ccc(N3CCOCC3)cc2)nc2cc(C(F)(F)F)ccc21	9.2	1.8	-0.5	-1.2	-0.3	2.2	11.1	-0.5	8.0	1.8
COC(=O)C1=C(CN2CCSCC2)NC(=O)NC1c1cc(C)ccc1C (stereo unspecified)	5.1	-0.2	-0.1	0.4	i	-14.0	-6.2	.	-1.8	-0.9
CC1=[N+](CC(=O)NC(C)(C)C)CCc2ccccc21	-15.5	0.3	-0.2	-1.7	-0.3	-4.3	4.2	1.7	1.5	1.7
CCc1ccc(CNC(=O)C2CCCN(c3nn4c(=O)cc(C)nc4s3)C2)cc1 (stereo unspecified)	-5.5	-1.2	-0.6	0.6	i	-4.4	-1.4	1.2	-10.3	25.1
CCOC(=O)Nc1nnc(-c2ccc(OC)c(OC)c2)s1	-4.7	1.7	0.5	-0.7	-0.3	-17.8	2.2	.	5.2	8.2
Cc1cc(C(F)(F)F)c2c(=O)[nH]c(=O)n(Cc3ccccc3)c2n1	-2.0	-5.2	-0.2	0.0	.	-10.3	2.2	.	1.4	-7.7
CC(C)(C)c1ccc(C(=O)NC(=S)Nn2cnnc2)cc1	13.2	3.2	0.2	-0.2	-0.4	2.6	-0.2	.	0.2	39.1
O=C(c1cc(-c2cccs2)on1)N1CCOCC1	8.8	-0.5	-2.4	-0.6	-0.4	1.9	-1.8	.	3.8	20.0
Cc1onc(-c2ccccc2)c1C(=O)Nc1nnc(COc2ccc(Cl)cc2)s1	.	0.7	-0.9	-0.3	0.7	-1.1	6.8	.	7.6	-16.1

9 of these compounds, reformatted:
Compound | CCHFV vOTU inh | Anthrax LF inh2 | BoNT-A LC inh2 | PfHsp40 rescue | BH1578 lux ind | SSB-PriA inh | 3CLpro inhibitor | TcdB GH inh | Y pestis TopoI | DUSP3 inh
O=S(=O)(c1ccc2c(c1)CCCC2)N1CCNCC1 | -1.2 | -3.9 | 0.8 | -0.4 | -0.5 | -1.7 | . | 2.8 | 2.0 | .
CNS(=O)(=O)c1ccc(Cl)nc1 | 2.3 | -0.3 | -0.2 | -1.0 | -0.3 | -9.9 | 9.1 | . | -1.0 | -11.3
CCCCN(Cc1ccco1)C(=O)Cn1ncc2c(=O)oc3ccc(C)cc3c21 | 1.6 | -10.8 | -0.9 | 0.4 | -0.6 | -6.1 | -1.2 | 0.0 | 0.9 | 10.7
CC(C)CNS(=O)(=O)c1ccc(S(=O)(=O)N2CCC3(CC2)OCCO3)cc1 | -21.0 | -1.5 | -0.6 | 3.6 | i | -0.1 | -2.0 | 1.7 | -2.9 | -4.5
N#Cc1c(-c2ccccc2Cl)noc1/C=C/Nc1ccc(C(=O)O)cc1 | 2.8 | 0.1 | 0.1 | -0.3 | 0.3 | -3.3 | 6.6 | 0.0 | -6.2 | 14.0
COc1ccc(CNC(=O)CN2C(=O)NC(C)(c3cccc(Br)c3)C2=O)cc1 (stereo unspecified) | 0.6 | 7.7 | -1.0 | 0.5 | -0.5 | 4.7 | -1.4 | -1.1 | 8.8 | -12.8
O=c1c(C(c2ccccc2)c2c(O)nc3n(c2=O)CCS3)c(O)nc2n1CCS2 | -9.4 | 0.8 | -0.7 | -1.0 | 1.0 | -15.2 | -6.2 | 0.3 | 1.3 | -5.4
C=CCn1c(O)c(C(CC)=NCCN2CCN(C(=S)NC)CC2)c(=O)[nH]c1=O | 7.3 | -5.5 | 0.1 | 0.4 | -0.4 | -5.5 | 2.4 | -0.2 | -0.4 | 0.0
CC(C)(C)C(=O)NCCN1CCN(C(=O)C(C)(C)C)CC1 | -8.1 | -6.4 | -1.5 | -1.9 | -0.4 | -10.4 | 2.9 | . | -4.0 | 8.8

Next results follow:
SMILES	CCHFV vOTU inh	Anthrax LF inh2	BoNT-A LC inh2	PfHsp40 rescue	BH1578 lux ind	SSB-PriA inh	3CLpro inhibitor	TcdB GH inh	Y pestis TopoI	DUSP3 inh
O=C(NC1CCCCC1)C1CCN(S(=O)(=O)c2cccc3nsnc23)CC1	0.0	-1.0	-1.2	-1.8	-0.5	8.2	2.7	-0.3	6.0	21.4
O=C(O)C(Cc1ccccc1)n1cccc1 (stereo unspecified)	16.5	-0.6	0.5	1.6	i	-3.7	6.1	.	1.2	13.1
O=S(=O)(NCc1ccccc1Cl)c1cnc[nH]1	2.7	2.3	0.6	0.3	-6.7	2.2	-4.3	.	-3.5	-7.5
CCOc1cc(C(c2c(C)[nH][nH]c2=O)c2c(C)[nH][nH]c2=O)ccc1OCc1ccc([N+](=O)[O-])cc1	9.6	-0.1	0.2	-0.8	-2.0	23.6	6.8	.	-7.6	19.9
Cc1cc2ccccc2n1CCNC(=O)C1CC1	-6.0	44.4*	69.0*	0.6	-0.2	-3.1	-3.7	-0.1	10.8	33.0
COc1ccccc1N(CCC#N)C(=O)CSc1nnc2ccccn12	15.0	-3.9	-2.4	-0.7	0.9	-2.5	.	-2.5	7.8	.
Cc1ccc(S(=O)(=O)Nc2ccc3[nH]c(=O)[nH]c3c2)c(C)c1	18.1	-1.2	-0.1	-0.3	-0.2	-8.1	-3.1	3.0	12.1	9.5
CCC1(C)Cc2ccccc2C(=S)N1 (stereo unspecified)	0.8	-3.2	-0.3	-1.3	-6.7	1.7	1.8	1.2	1.7	4.3
Cc1ccc(S(=O)(=O)N2CCC(=O)N(C(COCc3cccc(C(F)(F)F)c3)C(C)C)CC2)cc1 (stereo unspecified)	.	0.9	-0.1	8.5	0.1	-2.0	10.3	.	30.6	0.9
Cc1cccc(OC(C)C(=O)Nc2nc(-c3cccnc3)cs2)c1 (stereo unspecified)	6.7	0.5	0.6	.	-4.0	.	.	0.8	14.9	.
CCOCCCNC(=O)C(NC(=O)CNC(=O)c1ccccc1)c1ccccc1 (stereo unspecified)	-0.9	-13.2	0.7	-0.8	27.8*	-0.6	-2.4	.	1.7	43.9
CCN(CC)S(=O)(=O)c1cc(OC)ccc1N=Nc1ccc(O)c2ncccc12	-2.5	-31.5	2.8	0.1	0.8	-17.1	1.7	-0.2	-5.8	37.8
O=C(Cn1cnc2ccccc2c1=O)N1CCc2ccccc2C1	-5.8	-3.1	0.1	1.4	i	-17.0	4.5	-0.1	12.1	45.7

Some of the compounds tested; the hit share may differ from the screen's.
